CHOP inhibitor: inhibitors of CHOP promoter induction, primary screen, cell-based, unfolded protein response, luciferase reporter. CHO-K1 CHOP-promoter luciferase, tunicamycin-induced, 15-18 h. inhibition, % at 10 µM. actives 3.8% (n = 220,000). AID 2732, 2010;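 active means compounds that reduced the stress-induced luciferase reporter signal by more than about 70% of percent inhibition, limit read from the data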;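 further: 0% = tunicamycin plus vehicle and 100% = wells without tunicamycin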
EP2 antag: human EP2 receptor antagonists, primary screen, TR-FRET cAMP, C6 glioma cells | Prostaglandin E2 receptor EP2 subtype (Homo sapiens), P43116 | C6 glioma cells expressing human EP2; cells stimulated with saturating PGE2 | actives 0.52% (n = 260,000) | inhibition, % at 25 µM | AID 1422, 2008;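 active means percent inhibition above 40 after rounding to a whole number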;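 further: rat C6 glioma host cells with rolipram phosphodiesterase inhibitor present; the protocol text gives 20 µM as final concentration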
Target sequence (P43116 whole entry, looked up): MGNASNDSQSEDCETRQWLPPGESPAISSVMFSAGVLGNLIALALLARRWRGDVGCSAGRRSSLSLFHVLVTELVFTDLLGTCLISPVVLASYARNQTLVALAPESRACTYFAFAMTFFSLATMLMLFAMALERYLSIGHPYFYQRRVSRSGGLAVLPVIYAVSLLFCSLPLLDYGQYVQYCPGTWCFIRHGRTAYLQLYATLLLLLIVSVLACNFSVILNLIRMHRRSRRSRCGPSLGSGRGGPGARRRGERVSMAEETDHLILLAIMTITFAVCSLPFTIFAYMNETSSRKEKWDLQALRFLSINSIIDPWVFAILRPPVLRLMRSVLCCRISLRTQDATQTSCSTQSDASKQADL
Tb hexokinase: Trypanosoma brucei hexokinase 1 inhibitors, primary screen, biochemical, G6PDH-coupled NADH absorbance, MLSCN library; recombinant TbHK1, G6PDH-coupled NADH A340; hexokinase 1 [Trypanosoma brucei]; inhibition, % at 10 µM; AID 1430, 2008; actives 0.11% (n = 220,000);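 active means inhibition of 50% or more in the single-dose primary screen; inactive means inhibition below 50%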
zVAD death inh: inhibitors of zVAD-triggered necroptosis, primary screen, L929 cells; L929 zVAD necroptosis rescue, ATP luminescence, 24 h; with zVAD 60 µM; viability rescue, % at 10 µM; actives 0.38% (n = 220,000);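 active means activation, scaled between plate controls, above about 75%, limit read from the data; inactive means activation under that limit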;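 further: 0% = zVAD with DMSO and 100% = DMSO alone without zVAD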
FXIIa inh: human FXIIa protease inhibitors, primary screen, biochemical, 1536-well; inhibition, % at 5 µM; purified FXIIa, Boc-QGR-AMC fluorogenic substrate, 2 h; Coagulation factor XII (Homo sapiens), P00748; actives 0.3% (n = 220,000); in the data active means inhibition above about 40%;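 further: 0% = enzyme with no compound and 100% = blank without enzyme; many of its hits are not listed in these tables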
Wee1 degr inh: Wee1 degradation inhibitors, primary screen, cell-based, HeLa, Wee1K328M-luciferase, luminescence; HeLa Luc-Wee1K328M stability; 100% = proteasome inhibitor MG132 effect; reporter increase, % at 5 µM; actives 1.2% (n = 220,000);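 active means activation above the mean of all tested compounds plus 3 SD, set per screening run, cut at about 8.8% in these data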;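 further: cells exposed to compound for 20 h before luminescence read; 0% = DMSO alone and 100% = MG132 at 30 µM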
Target sequence (P30291 whole entry K328M): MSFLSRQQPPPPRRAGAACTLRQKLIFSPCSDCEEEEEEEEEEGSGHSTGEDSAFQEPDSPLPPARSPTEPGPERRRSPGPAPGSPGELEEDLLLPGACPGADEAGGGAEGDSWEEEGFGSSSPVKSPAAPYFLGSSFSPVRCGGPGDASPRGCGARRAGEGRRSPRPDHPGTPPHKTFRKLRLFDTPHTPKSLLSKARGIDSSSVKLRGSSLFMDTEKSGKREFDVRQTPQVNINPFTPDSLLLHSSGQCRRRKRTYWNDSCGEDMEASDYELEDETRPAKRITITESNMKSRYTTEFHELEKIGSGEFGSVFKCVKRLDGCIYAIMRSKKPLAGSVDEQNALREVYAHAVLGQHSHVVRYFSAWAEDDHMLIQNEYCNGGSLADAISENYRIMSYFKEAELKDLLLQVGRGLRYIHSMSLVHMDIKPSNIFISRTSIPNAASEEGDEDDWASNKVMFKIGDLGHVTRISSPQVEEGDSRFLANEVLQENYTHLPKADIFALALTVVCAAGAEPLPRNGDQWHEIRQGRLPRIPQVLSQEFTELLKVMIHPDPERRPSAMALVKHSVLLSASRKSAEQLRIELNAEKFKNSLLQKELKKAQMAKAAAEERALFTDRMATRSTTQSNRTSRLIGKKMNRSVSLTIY
FXIa inh 1536: human FXIa protease inhibitors, primary screen, biochemical, 1536-well. Coagulation factor XI (Homo sapiens), P03951. purified FXIa, Boc-Glu-Ala-Arg-AMC fluorogenic substrate. inhibition, % at 5 µM. actives 0.14% (n = 220,000). AID 798, 2007;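 active means inhibition of at least 40%; inactive means inhibition below 40%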;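 further: fluorescence of freed AMC excited at 355 nm; 0% = enzyme without compound and 100% = no enzyme blank; many of its hits are not listed in these tables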
PPC-1+TRAIL kill: compounds killing PPC-1 cancer cells with TRAIL present, primary screen, TRAIL potentiator project, ATPLite luminescence, uHTS | actives 0.41% (n = 220,000) | PPC-1 cells + TRAIL, ATPLite viability luminescence | cell killing (% activity), % at 4 µM;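 active means cell killing above 50% in the first pass at 4 µM, then a duplicate retest at 5 µM averaging 50% or more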;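 further: plate controls were cells with TRAIL plus DMSO for no effect and medium-only wells lacking cells for full effect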
TNF necrop inh: inhibitors of TNF-alpha triggered necroptosis, primary screen, cell-based, Jurkat FADD-/-, single concentration. Jurkat FADD-/- TNF necroptosis rescue, ATP luminescence, 24 h; 0 = TNF only, 100 = no-TNF cells. activation (protection from cell death), % at 10 µM. actives 0.068% (n = 220,000);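 active means activation, meaning protection from cell death, of at least 50% relative to plate controls; inactive means activation below 50%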;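 further: necroptosis triggered by 40 ng/mL TNF-alpha added together with compound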
* marks the source's active call; other numbers are inactive results; / = no result given; & = joins results of further samples. Some of the compounds tested. The share of hits here may be higher or lower than overall.

SMILES | CHOP inhibitor | EP2 antag | Tb hexokinase | zVAD death inh | FXIIa inh | Wee1 degr inh | FXIa inh 1536 | PPC-1+TRAIL kill | TNF necrop inh
CCOc1cc(C)ccc1OCc1nnc(SCC(=O)c2cccc([N+](=O)[O-])c2)n1C | 53 | 4 | -1 | -0.1 | 9 | 2 | 0 | 8 | -4.8
CCCc1nc2cc(CC(=O)OC)ccc2o1 | -11 | 7 | 0 | -0.6 | 7 | 1 | 1 | 12 | 6.0
O=C(Cn1ccc2ccccc2c1=O)NCCC(=O)N1CCN(c2cccc(Cl)c2)CC1 | 18 | 7 | -16 | 0.1 | 5 | -1 | 8 | -7 | -3.2
Cc1cc(C)n2nc(C(=O)NCc3ccco3)cc2n1 | 0 | 5 | -3 | 1.0 | 3 | 17* | -5 | 16 | 0.5
Cc1nnc(NN2CCOCC2)[nH]c1=O | 9 | 4 | 3 | 1.7 | 3 | 0 | -3 | -26 | -0.1
CCOC(=O)C(C)(C)N(Cc1cccc(C)c1)S(=O)(=O)c1ccc(Cl)c([N+](=O)[O-])c1 | -25 | 9 | 2 | -0.1 | 28 | 5 | 21 | 11 | 0.3
O=c1c2ccccc2nc(/C=C/c2ccc(O)cc2)n1CCc1ccccc1 | 74* | 3 | -18 | 1.4 | 5 | -3 | -9 | -13 | 1.1
CNC(=O)CSc1nnc(C(C)C)n1C | 21 | 5 | 0 | 2.2 | 10 | -2 | -2 | -6 | 0.0
Cc1ccc2nc(SCC(=O)NCc3ccco3)c(C)cc2c1 | 41 | 7 | -3 | -0.1 | 7 | 3 | 0 | 1 | 0.7
O=C(Cc1ccccc1)N1CCN(C(=O)c2cccs2)CC1 | 14 | 16 | 1 | -0.1 | 2 | 8 | -4 | 11 | -2.2
c1ccc(-c2nc3nc4ccccc4nc3n2Cc2ccco2)cc1 | 15 | 13 | -16 | -0.3 | 10 | 0 | 3 | 28 | -1.7
CCOc1ccc(Cl)cc1/C=N/NC(=O)CNC(=O)c1ccccc1 | 9 | 11 | -13 | 1.3 | 6 | 1 | 11 | 6 | 1.1
Cn1c(CN2CCCC2)nc2cc(NC(=O)COc3ccc([N+](=O)[O-])cc3)ccc21 | 11 | 9 | -10 | / | 14 | 0 | 24 | 33 | 3.8
CNC(=O)c1ccsc1NC(=O)CCS(=O)(=O)c1ccccc1 | -20 | 5 | -1 | 4.0 | 3 | 1 | -10 | 18 | 3.3
CC1CCCCN1S(=O)(=O)c1ccc(NC(=O)c2ccco2)cc1 (stereo not given) | 20 | 12 | -7 | -0.2 | -3 | 1 | -8 | 11 | 3.9
COc1cc2nc(-c3cccs3)oc(=O)c2cc1OC | / | 5 | -6 | -0.8 | / | -3 | / | / | -1.6
COc1ccc(C(CNC(=O)Cn2[nH]c(=O)c3ccccc3c2=O)N2CCCC2)cc1 (stereo not given) | -3 | 1 | 2 | -0.4 | 14 | -1 | 8 | 10 | -1.0
Cc1ccc(OCC(=O)NC(=S)Nc2cccc(NC(=O)c3ccccc3)c2)cc1 | -10 | 4 | -12 | / | 8 | 0 | 2 | 2 | 2.0
CCOc1ccc(/C=C(/NC(=O)c2ccc(Cl)cc2)C(=O)O)cc1OCC | -3 | 6 | -16 | 0.5 | 2 | -3 | -1 | 8 | -0.9
CC1(CCc2ccccc2)NC(=O)N(CC(=O)Nc2ccc3c(c2)OCCO3)C1=O (stereo not given) | 14 | 4 | 6 | -0.4 | 6 | 4 | -6 | 18 | -1.9
CCOc1cc(C)nc(N2CCCC(C(=O)NCc3ccccc3F)C2)n1 (stereo not given) | 71* | 8 | 2 | -0.5 | 16 | 0 | 8 | -6 | -1.9
Cc1cccc(OCC(=O)Nc2ccc(N3CCN(C(=O)c4ccco4)CC3)cc2)c1 | 55 | 19&1 | 4 | 0.5 | 4 | 1 | -6 | 19 | -17
c1ccc(CNc2nc3ccccc3n3cnnc23)nc1 | 0 | 12 | -7 | 1.6 | 13 | -1 | 3 | 13 | -0.2
Cc1ccccc1NC(=O)c1c(-c2ccccc2)noc1C | 13 | 13 | 3 | -0.2 | 8 | 1 | 0 | 1 | 0.4
COc1ccc(C(=O)N2CCN=C2SC)cc1OC | -1 | 10 | 0 | 0.0 | 13 | -2 | 0 | 5 | -0.9
(list continues)
SMILES | CHOP inhibitor | EP2 antag | Tb hexokinase | zVAD death inh | FXIIa inh | Wee1 degr inh | FXIa inh 1536 | PPC-1+TRAIL kill | TNF necrop inh
O=C(Nc1ccc(NC(=O)c2cccs2)cc1)c1ccc2c(c1)OCCO2 | 67 | 6 | -13 | 1.9 | 2 | 2 | -6 | 2 | 2.8
CCOc1cccc(/C(O)=C2/C(=O)C(=O)N(CCOC)C2c2ccc(C)o2)c1 (stereo not given) | -5 | 5 | -21 | -0.2 | 5 | -1 | 3 | -10 | -3.9
COc1ccc(-c2c(C)oc3c(CN4CCN(CCO)CC4)c(O)ccc3c2=O)cc1OC | 12 | / | -25 | -0.1 | 16 | -1 | 3 | 13 | -1.4
C/C(=N/NC(=O)CN1CCN(S(=O)(=O)c2ccc(Br)cc2)CC1)c1ccco1 | 9 | 8 | 1 | -0.8 | 8 | 2 | -2 | 25 | -0.9
CC(C)NC(=O)NC(=O)COC(=O)/C=C/c1ccc2c(c1)OCO2 | -9 | 3 | -41 | 40 | 2 | 1 | -3 | 17 | -0.3
COc1ccccc1NC(=S)Nc1ccccc1F | 30 | 10 | 0 | -0.2 | -5 | -1 | -9 | 16 | -4.9
Cc1ccc(-c2noc(-c3ccccc3C(=O)NCc3ccco3)n2)cc1 | -3 | 10 | 3 | -0.4 | 5 | 0 | -1 | 35 | -2.9
COc1ccc([N+](=O)[O-])cc1N(CC(=O)N(C)C)S(C)(=O)=O | 13 | 10 | -8 | -1.0 | 9 | -3 | -4 | 3 | -0.4
COc1ccc(CN(C)C(=S)Nc2ccc(OC(F)F)cc2)cc1 | 21 | 5 | -13 | 0.3 | 3 | 1 | -3 | 18 | 1.4
COc1cccc(/C=C2/NC(=O)NC2=O)c1OCC(=O)Nc1ccccc1 | 28 | 8 | -11 | 1.4 | / | 0 | -5 | 0 | 0.8
CC(C)NC(=S)Nc1ccc2[nH]c(=O)[nH]c2c1 | 6 | 5 | -4 | 0.2 | 0 | 7 | -4 | 4 | -0.5
Cc1[nH]n(C(C)(C)C)c(=O)c1Sc1ccc(Cl)cc1 | 8 | 6 | 1 | -0.1 | 6 | 0 | 2 | 7 | 0.2
Cc1nc(NS(=O)(=O)c2ccccc2)sc1NC(=O)OC(C)C | 22 | 0 | -8 | -0.1 | 12 | 3 | -5 | 8 | -0.1
CCC(=O)N1N=C(c2ccc(C)cc2)CC1c1ccco1 (stereo not given) | 30 | 2 | -8 | -0.9 | 3 | 1 | -5 | -17 | -3.8
O=C(COC(=O)C1CCCCC1)NCCc1ccccc1 | -3 | 8 | -2 | 0.4 | 14 | 0 | 6 | -5 | 1.1
Cn1nnnc1SCC(=O)NCc1ccccc1 | -17 | 9 | -4 | -0.7 | 7 | 0 | 2 | -7 | -1.7
CCOC(=O)CSC1=C(C#N)C(c2sccc2C)CC(=O)N1 (stereo not given) | / | 9 | 43 | -0.2 | 12 | 6 | 4 | 0 | -8.2
O=C(Nc1cccc(NC(=O)c2ccco2)c1)c1ccc2c(c1)OCCO2 | -7 | 5 | 8 | 1.3 | 8 | 3 | 0 | 2 | -0.1
Cc1cccc(N2CCN(C(=O)Cn3nc(Cc4ccncc4)c4ccccc4c3=O)CC2)c1C | / | 6 | -10 | 0.1 | / | 2 | / | / | -5.0
COc1cccc(CC2(CO)CCCN(Cc3ccc(C)s3)C2)c1 (stereo not given) | 22 | 6 | -5 | 0.5 | 4 | 0 | -1 | 1 | 0.8
COc1ccccc1NC(=O)c1ccc(-c2ccccc2[N+](=O)[O-])o1 | -2 | 7 | -8 | 73 | 7 | 0 | -3 | 11 | 2.0
CC(C)=CCC/C(C)=C/C=N/NC(=O)c1cccc([N+](=O)[O-])c1 | 89* | 4 | -1 | -0.9 | 13 | -2 | 4 | 18 | 1.9
CCCCNC(=S)Nc1ccc(-c2nc3ccc(C)cc3s2)cc1 | 7 | 13 | -23 | -0.6 | 7 | 6 | 9 | 24 | 0.6
CC1(C)CC(=O)C=C(NCCO)C1 | -10 | 13 | 3 | -0.6 | 17 | 0 | 3 | 1 | 0.2
CCCCNC(=O)Nc1cc(C(F)(F)F)c[nH]c1=O | 9 | 5 | 0 | 59 | 18 | -1 | 7 | 45 | 1.7

Only Tb hexokinase and Wee1 degr inh, for some of the entries so far:
canonical_smiles	Tb hexokinase	Wee1 degr inh
CC(C)NC(=S)Nc1ccc2[nH]c(=O)[nH]c2c1	-4	7
Cc1[nH]n(C(C)(C)C)c(=O)c1Sc1ccc(Cl)cc1	1	0
Cc1nc(NS(=O)(=O)c2ccccc2)sc1NC(=O)OC(C)C	-8	3
CCC(=O)N1N=C(c2ccc(C)cc2)CC1c1ccco1 (stereo not given)	-8	1

Other results.
SMILES | CHOP inhibitor | EP2 antag | Tb hexokinase | zVAD death inh | FXIIa inh | Wee1 degr inh | FXIa inh 1536 | PPC-1+TRAIL kill | TNF necrop inh
CC(C(=O)N1CCN(C2c3ccccc3-c3ccccc32)CC1)N1C(=O)c2ccccc2C1=O (stereo not given) | 39 | 7 | -7 | 2.0 | 7 | 0 | -1 | -2 | -0.1
Fc1ccc(-c2csc(-c3ccncc3)n2)cc1 | -7 | 9 | -6 | 0.7 | 5 | 2 | -4 | -22 | -0.5
O=C(CNC(=O)c1cccs1)OCC(=O)c1ccc(Cl)cc1 | 15 | 11 | -6 | 4.5 | 12 | -1 | -2 | 24 | -0.1
O=C(CSc1nc2ccccc2s1)NNC(=S)Nc1ccc(Br)cc1 | 13 | / | 15 | 0.4 | 17 | -1 | 7 | 8 | -1.9
Cc1cc(NC(=O)CCC(=O)N(CC(=O)NC2CCCC2)c2ccccc2)no1 | -4 | 12 | -6 | -0.4 | 11 | 3 | 0 | 17 | 0.5
Clc1ccc(Oc2nc(N3CCOCC3)nc(N3CCOCC3)n2)c(C2CCCCC2)c1 | / | 8 | -6 | 0.1 | / | -2 | / | / | 0.9
COc1ccccc1NC(=O)C1CCCN(S(=O)(=O)c2cnc[nH]2)C1 (stereo not given) | 15 | 17 | -2 | 1.1 | -5 | 0 | -8 | 23 | -0.2
Cc1cc(C)n2nnnc2c1C#N | 45 | 11 | 0 | 0.8 | 19 | 0 | -3 | 24 | 0.6
COc1ccc([N+](=O)[O-])c(S(=O)(=O)c2ccc(Cl)cc2)n1 | 24 | 11 | 0 | 11 | 3 | -1 | 0 | -7 | -30
COc1ccc(Br)cc1CN1CCCC(C(=O)N2CCCCC2)C1 (stereo not given) | 5 | 5 | -4 | -0.2 | 8 | -1 | 0 | 13 | 1.0

Looked up one by one from the entries so far, 2 records:
SMILES | CHOP inhibitor | EP2 antag | Tb hexokinase | zVAD death inh | FXIIa inh | Wee1 degr inh | FXIa inh 1536 | PPC-1+TRAIL kill | TNF necrop inh
O=C(Cn1ccc2ccccc2c1=O)NCCC(=O)N1CCN(c2cccc(Cl)c2)CC1 | 18 | 7 | -16 | 0.1 | 5 | -1 | 8 | -7 | -3.2
CCOc1ccc(/C=C(/NC(=O)c2ccc(Cl)cc2)C(=O)O)cc1OCC | -3 | 6 | -16 | 0.5 | 2 | -3 | -1 | 8 | -0.9

Source: PubChem
